# Mcl-1 Bim block: inhibitors of Bim peptide binding to Mcl-1, primary screen, biochemical, bead-based flow cytometry, multiplex; Bim peptide-Mcl-1 binding; inhibition, % at 10 µM; AID 1009, 2008; hit rate 0.1% among 190,000;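 note: 0% = no compound tracer wells and 100% = peptide blocker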
# RGS4-Gao reg: modulators of RGS4 binding to Galphao, primary screen, biochemical, multiplexed bead flow cytometry; Guanine nucleotide-binding protein G(o) subunit alpha (Homo sapiens), P09471; actives lie on both sides; binding response (% of control), % at 10 µM; hit rate 0.33% among 220,000; in the data active = binding response below about 49% or above about 150%; inactive = in between;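 note: fluorescent Galphao activated with aluminum fluoride binding bead-coupled RGS4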
# RGS7-Gao: RGS7-Galphao binding modulators, primary screen, biochemical, multiplexed bead flow cytometry. AID 1439, 2008. actives lie on both sides. binding response (% of control), % at 10 µM. hit rate 0.35% among 220,000. Guanine nucleotide-binding protein G(o) subunit alpha (Homo sapiens), P09471; in the data active = binding response below about 49% or above about 150%; inconclusive = no clear call, values can overlap the other calls; inactive = in between;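 note: fluorescent Galphao held in activated GDP-AlF4 state binding bead-coupled RGS7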
# Bim-Bcl-B: inhibitors of Bim-Bcl-B binding, primary screen, biochemical, multiplexed, human Bcl-2 family; bead-based flow cytometry, Bim peptide-Bcl-B binding; hit rate 0.073% among 190,000; Bcl-2-like protein 10 (Homo sapiens), Q9HD36; inhibition, % at 10 µM;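 note: 0% = tracer peptide without compound and 100% = reference inhibitor peptide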
# Target sequence (Q9HD36 whole entry, looked up): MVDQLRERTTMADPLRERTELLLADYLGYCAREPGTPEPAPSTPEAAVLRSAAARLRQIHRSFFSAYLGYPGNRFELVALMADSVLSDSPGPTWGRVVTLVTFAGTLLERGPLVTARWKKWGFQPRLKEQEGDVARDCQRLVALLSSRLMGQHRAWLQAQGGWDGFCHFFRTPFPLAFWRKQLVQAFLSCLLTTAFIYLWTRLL
# Mcl1 Bid PPI: Mcl-1/Bid binding inhibitors, primary screen, biochemical, TR-FRET, 1536-well | TR-FRET Mcl-1/Bid-Dy647 peptide binding | inhibition, % at 21.7 µM | hit rate 0.97% among 220,000 | AID 1021, 2008;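 active = compounds that cut the binding signal by more than half at the single screening dose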;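 note: His-tagged Mcl-1 with europium anti-His antibody binding Bid BH3 peptide; 0% = Mcl-1 plus peptide wells and 100% = peptide-only wells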
# Bcl-W Bim block: inhibitors of Bim binding to Bcl-W, primary screen, biochemical, multiplexed, bead-based flow cytometry. AID 952, 2007. Bim peptide-Bcl-W binding. hit rate 0.02% among 190,000. Bcl-2-like protein 2 (Homo sapiens), Q92843. inhibition, % at 10 µM;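 note: 0% = bound tracer without compound and 100% = peptide blocker; higher means less fluorescent Bim peptide bound to Bcl-W beads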
# Target sequence (Q92843 whole entry, looked up): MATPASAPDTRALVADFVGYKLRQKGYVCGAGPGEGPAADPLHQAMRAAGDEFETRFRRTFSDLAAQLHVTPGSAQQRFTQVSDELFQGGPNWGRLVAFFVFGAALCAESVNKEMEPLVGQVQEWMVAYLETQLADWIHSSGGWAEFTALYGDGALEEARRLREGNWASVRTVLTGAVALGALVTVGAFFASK
# RGS8-Gao reg: RGS8-Galphao binding modulators, primary screen, biochemical, multiplexed bead flow cytometry | Guanine nucleotide-binding protein G(o) subunit alpha (Homo sapiens), P09471 | actives lie on both sides | response (percent of control binding), % at 10 µM | hit rate 0.34% among 220,000 | AID 1423, 2008; in the data active = response below about 60% or above about 140%; inactive = in between;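 note: Galphao activated as the GDP aluminium fluoride complex binding bead-coupled RGS8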
# Bcl-2 Bim block: inhibitors of Bim-Bcl-2 binding, primary screen, biochemical, multiplexed, human Bcl-2 family. Apoptosis regulator Bcl-2 (Homo sapiens), P10415. Bead-based flow cytometry, Bim peptide-Bcl-2 binding. inhibition, % at 10 µM. hit rate 0.06% among 190,000. AID 950, 2007; in the data active = inhibition above about 40%; inconclusive = no clear call, values can overlap the other calls;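 note: 0% = no compound wells with probe peptide and 100% = reference peptide inhibitor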
# Target sequence (P10415 whole entry, looked up): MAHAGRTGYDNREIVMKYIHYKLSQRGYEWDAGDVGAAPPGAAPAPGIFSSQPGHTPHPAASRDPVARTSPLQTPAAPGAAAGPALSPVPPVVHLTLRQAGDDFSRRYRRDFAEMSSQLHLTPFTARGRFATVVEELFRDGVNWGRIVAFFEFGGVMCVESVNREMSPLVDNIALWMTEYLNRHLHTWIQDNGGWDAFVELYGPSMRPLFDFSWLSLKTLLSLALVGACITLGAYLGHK
# Bfl-1 Bim block: inhibitors of Bim binding to Bfl-1, primary screen, biochemical, multiplexed, bead-based flow cytometry; Bim-Bfl-1 binding inhibition; inhibition, % at 10 µM; hit rate 0.12% among 190,000; AID 1008, 2008;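 note: 0% = wells without compound plus tracer and 100% = blocker peptide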
# GSH bead fluor: compound fluorescence on glutathione beads, profiling panel, artefact control, biophysical, 488/530 nm, flow cytometry | GSH beads flow cytometry, compound fluorescence 488/530 nm; active compounds read high | fluorescence (KMESF) at 10 µM | hit rate 0.25% among 190,000 | AID 1776, 2009; in the data active = fluorescence above about 89;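 note: glutathione beads carrying GST-tagged Bcl family fusion proteins plus one bare bead set; values are compound well signal with DMSO vehicle wells as background; inactives centre near 16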
# Bcl-XL Bim block: inhibitors of Bim-Bcl-XL binding, primary screen, biochemical, multiplexed, bead flow cytometry, human Bcl-XL. Bcl-2-like protein 1 (Homo sapiens), Q07817. Bim peptide-Bcl-XL binding, fluorescence. inhibition, % at 10 µM. hit rate 0.04% among 190,000
# Target sequence (Q07817 whole entry, looked up): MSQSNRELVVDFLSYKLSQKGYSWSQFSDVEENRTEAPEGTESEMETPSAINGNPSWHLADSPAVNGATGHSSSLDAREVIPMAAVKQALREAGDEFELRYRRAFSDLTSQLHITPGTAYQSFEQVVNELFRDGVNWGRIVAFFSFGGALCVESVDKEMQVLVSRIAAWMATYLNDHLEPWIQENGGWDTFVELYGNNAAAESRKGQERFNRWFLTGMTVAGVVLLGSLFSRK
# The depositor's hits bear a star; ? = inconclusive; nt = not tested or not shown. Cut-off read from the data, not from the text of the source, unless noted: active = inhibition above about 40%.
Compound	Mcl-1 Bim block	RGS4-Gao reg	RGS7-Gao	Bim-Bcl-B	Mcl1 Bid PPI	Bcl-W Bim block	RGS8-Gao reg	Bcl-2 Bim block	Bfl-1 Bim block	GSH bead fluor	Bcl-XL Bim block
Cc1c(NC(=O)Nc2ccccc2Cl)sc(=S)n1C	-6	105	106	-9	-31	-3	103	0	5	61	-5
CCOCC(=O)Nc1cccc(C(=O)OCC)c1	1	99	96	-6	0	0	104	-5	-13	35	-4
O=C(/C=C/c1cccc(Br)c1)NCC1CCCCC1	-3	103	103	-11	-14	-7	101	-7	-4	11	-8
Cc1cc(C)n(-c2nc3ccccc3nc2N2CCN(C(=O)c3ccc(Cl)cc3)CC2)n1	0	96	97	-10	-23	0	95	-8	-13	35	-2
CCOc1cc(/C=N/O)cc(Br)c1OCc1ccc(Cl)cc1	1	98	98	0	14	2	100	0	0	11	-1
COc1ccc(CCC(=O)N(C)CC(=O)Nc2ccc(N3CCOCC3)cc2)cc1	-4	102	100	-2	-32	0	98	-3	0	63	-4
COc1ccc(C(=O)COC(=O)C(CCSC)NS(=O)(=O)c2ccc(Cl)cc2)cc1 (stereo not drawn)	-2	99	97	-8	-41	-3	102	-6	-1	12	-3
O=c1[nH]nc(Cc2ccccn2)c2ccccc12	-1	102	101	-10	-1	0	102	-5	-12	30	-2
O=C(c1cc2ccccc2cc1OCC(O)CN1CCCCC1)N1CCCCC1 (stereo not drawn)	-6	104	104	-1	-5	-5	105	0	0	13	-5
CCc1ccc(NC(=O)C(C)OC(=O)c2ccc(N3CCCC3)c([N+](=O)[O-])c2)cc1 (stereo not drawn)	10	100	95	14	-68	7	100	18	14	7	11
CN(Cc1ccccc1)c1nc(N)nc(Cl)c1C=O	3	96	99	1	-44	0	99	0	-5	20	0
CCCOc1ccc(/C=N/O)cc1	0	95	94	1	-5	0	102	0	-1	13	-2
COc1cccc(CN(Cc2cccnc2)S(=O)(=O)c2ccc(-n3cnnn3)c(C)c2)c1OC	-1	105	103	-7	24	1	102	-7	-7	42	-11
Cc1ccc(C(=O)C[n+]2ccc(Cc3ccccc3)cc2)cc1	-2	100	?	-5	-5	0	99	-2	-3	16	0
O=c1c(Cc2c(F)cccc2Cl)c(O)ccn1CCCn1ccnc1	-1	105	?	4	-16	-1	104	-1	2	22	0
Cn1cc(C(=O)NC2CCCCCC2)c(=O)c2cc(S(=O)(=O)N3CCCC3)ccc21	-3	91	92	-12	6	-3	98	-3	-1	8	-6
COc1ccc2oc(-c3ccco3)cc(=O)c2c1	3	100	100	0	-15	0	102	3	-2	11	3
CCNC(=O)Cc1c(OC)ccc2cc(Br)ccc12	1	99	?	0	-28	2	100	-5	-3	15	0
O=C(CN(C(=O)c1csnn1)c1cccc2ccccc12)NC1CCCC1	-1	105	107	-2	-33	1	102	-2	-6	10	0
Cc1sc2nc(C3CCCCC3)nc(SCC(=O)N3CC(=O)Nc4ccccc43)c2c1C	-2	110	109	0	-19	0	108	-6	-1	23	-2

# 3 of these compounds in another layout.
O=C(c1cc2ccccc2cc1OCC(O)CN1CCCCC1)N1CCCCC1 (stereo not drawn)
- Mcl-1 Bim block: -6
- RGS4-Gao reg: 104
- RGS7-Gao: 104
- Bim-Bcl-B: -1
- Mcl1 Bid PPI: -5
- Bcl-W Bim block: -5
- RGS8-Gao reg: 105
- Bcl-2 Bim block: 0
- Bfl-1 Bim block: 0
- GSH bead fluor: 13
- Bcl-XL Bim block: -5
CCc1ccc(NC(=O)C(C)OC(=O)c2ccc(N3CCCC3)c([N+](=O)[O-])c2)cc1 (stereo not drawn)
- Mcl-1 Bim block: 10
- RGS4-Gao reg: 100
- RGS7-Gao: 95
- Bim-Bcl-B: 14
- Mcl1 Bid PPI: -68
- Bcl-W Bim block: 7
- RGS8-Gao reg: 100
- Bcl-2 Bim block: 18
- Bfl-1 Bim block: 14
- GSH bead fluor: 7
- Bcl-XL Bim block: 11
CN(Cc1ccccc1)c1nc(N)nc(Cl)c1C=O
- Mcl-1 Bim block: 3
- RGS4-Gao reg: 96
- RGS7-Gao: 99
- Bim-Bcl-B: 1
- Mcl1 Bid PPI: -44
- Bcl-W Bim block: 0
- RGS8-Gao reg: 99
- Bcl-2 Bim block: 0
- Bfl-1 Bim block: -5
- GSH bead fluor: 20
- Bcl-XL Bim block: 0

# Back to the main list, starting two compounds before the break.
Compound	Mcl-1 Bim block	RGS4-Gao reg	RGS7-Gao	Bim-Bcl-B	Mcl1 Bid PPI	Bcl-W Bim block	RGS8-Gao reg	Bcl-2 Bim block	Bfl-1 Bim block	GSH bead fluor	Bcl-XL Bim block
O=C(CN(C(=O)c1csnn1)c1cccc2ccccc12)NC1CCCC1	-1	105	107	-2	-33	1	102	-2	-6	10	0
Cc1sc2nc(C3CCCCC3)nc(SCC(=O)N3CC(=O)Nc4ccccc43)c2c1C	-2	110	109	0	-19	0	108	-6	-1	23	-2
COC(=O)CCCC[C@H]1SC[C@H]2NC(=O)N[C@]21O	-4	104	98	-10	-31	0	103	-14	-7	12	-9
CN1CCN(C(=O)C2=C[C@H](c3ccccc3)C[C@H](OCc3ccc(CO)cc3)O2)CC1	-3	98	104	-5	-6	-2	99	-3	-7	17	-2
CCn1nnc(-c2ccccc2NC(=O)C(F)(F)F)n1	-2	107	104	-1	-11	-1	101	-1	-1	16	0
O=C(Cn1c(/C=C/c2ccccc2)nc2ccccc21)Nc1ccc(F)cc1	0	97	100	-6	0	-4	98	1	-3	15	-6
CC(=O)N1CCc2c(sc(NC(=O)c3ccc([N+](=O)[O-])o3)c2C#N)C1	-5	95	92	-35	-33	0	85	0	28	10	-7
Cc1nnsc1C(=O)NC(C)c1ccccc1 (stereo not drawn)	-3	102	101	-2	-3	-3	103	-5	-8	6	-2
Cn1cnnc1SCC(=O)N1CCc2ccccc21	-1	103	101	-7	7	-2	100	-10	-11	30	5
O=C(N/N=C/c1ccc[nH]1)c1ccc(Cl)cc1	-4	107	102	-5	-12	-3	104	-4	-2	10	-5
Cc1sc2ncnc(NCCCO)c2c1C	0	101	103	-6	-13	2	101	-8	-9	27	-5
CCc1c(C)nc(N2CCOCC2)[nH]c1=O	-3	100	103	-8	5	2	101	-9	-8	32	3
CCOc1cccc(CN2CCCC(CCC(=O)NCc3ccccc3F)C2)c1O (stereo not drawn)	2	101	103	0	-52	0	100	1	-6	23	0
CC(CCCC(C)(C)O)NCc1cn[nH]c1-c1ccc2c(c1)OCO2 (stereo not drawn)	-5	98	98	-10	-12	-5	95	-6	-5	15	-6
Cc1cc(-c2ccco2)n(CC(=O)NCCN(C)C)n1	1	88	87	-6	-20	0	91	-10	-11	24	-2
CCOC(=O)Cn1c(=NC(=O)CSC(C)=O)sc2cc(OC)ccc21	4	97	97	-7	-21	3	97	-3	-6	16	-2
COCCNC(=O)COc1cc(=O)n(C)c2ccccc12	-1	97	102	-4	-8	-2	102	-3	-4	62	-2
CC(C)N(C(=O)C[n+]1ccc(/C=N/O)cc1)C(C)C	0	98	101	-4	-5	0	92	0	0	11	-4
CCNc1cc(=O)n(C)c(=O)n1C	-3	107	109	-1	-24	-2	106	-1	1	14	-1
CC(=O)COc1ncn(-c2ccccc2)n1	1	101	103	-5	-2	1	100	-2	-6	27	-1
CN(C)CCCNS(=O)(=O)c1ccc(N2CCC(c3ccc(Cl)cc3)=N2)cc1	2	106	106	-2	28	5	104	-1	-6	10	3
Cc1ccc(N2CC(C)Cn3c2nc2c3c(=O)n(CC(=O)OCc3ccccc3)c(=O)n2C)cc1C (stereo not drawn)	0	99	101	-2	-50	0	98	-4	0	15	1
CCCNC(=O)COC(=O)c1cc(SC)ccc1Cl	6	94	90	-4	-22	6	96	-4	-7	8	0
Cc1c(NC(=O)N2CCCCCC2)c(=O)n(-c2ccccc2)n1C	0	100	101	-6	-13	0	102	-5	-11	35	1
CN(C)c1ccc(NC(=O)C(=O)NCCOc2ccccc2)cc1	-1	103	100	-5	-45	-3	104	-6	-3	12	-2
CCOC(=O)c1c(NC(=O)Cc2cccs2)sc(C)c1C	2	90	98	0	-15	0	96	0	-1	45	-7
COc1ccc(S(=O)(=O)Nc2cc(C)c(O)c(S(=O)(=O)c3ccccc3)c2)cc1	1	100	100	-8	-17	4	105	-8	-12	25	5
CC(=O)Nc1ccc(C(=O)Nc2cccc(-c3cnc4ccccc4n3)c2)cc1	-321	71	64	-319	11	-77	71	-136	-10	27	-60
CCCOc1ccc(CC(=O)NCc2ccco2)cc1OC	-3	102	99	-8	-7	-3	102	-13	-15	25	-9
CS(=O)(=O)Nc1nnc(Cc2ccccc2)s1	-2	102	101	-5	-3	0	103	-4	-14	25	-5
CCS(=O)(=O)Nc1cc(C(=O)OC)ccc1C(=O)OC	-3	82	102	-12	-35	1	94	2	11	9	-2
CCS(=O)(=O)N1CCC(C(=O)NCc2ccccn2)CC1	-2	96	98	-7	-43	-2	101	-10	-9	25	-4
O=C1CCCN1CCC12CC3CC(CC(C3)C1)C2	-2	102	97	-6	-7	0	102	-2	-5	17	0
C=CCn1c(SCc2csc(C)n2)nc2sc3c(c2c1=O)CCCCC3	2	83	95	3	1	1	87	0	3	21	1
CN(C)C1C(=O)c2ccccc2C1=O	-4	93	93	-19	-59	-5	96	-17	-2	12	-10
COC(=O)CCCCCNc1ccc(C(=O)OC)cc1N	3	100	100	2	-17	5	92	4	2	43	11
CC(C)N(C(=O)NC(=O)NCC1CCCO1)S(C)(=O)=O (stereo not drawn)	-2	100	99	-10	-5	-3	100	-8	-16	33	-7
Cc1ccc(C(C)C)c(OCCn2c(=O)oc3ccccc32)c1	-2	103	103	-3	-16	-4	102	-6	-3	24	-2
N#Cc1ncc(C(F)(F)F)cc1Oc1cccnc1	-1	99	99	-3	-10	-2	102	-7	-10	10	0
COCCn1cc(C(=S)N2CCCCC2)c2ccccc21	-1	94	110	-7	-35	-3	94	0	-1	nt	-3
C#CCNC(=O)/C=C/c1ccc(C)cc1	-2	102	102	0	-8	0	101	-1	0	18	-1
O=C(NCC(c1ccco1)N1CCN(c2ccccc2F)CC1)OCc1ccccc1 (stereo not drawn)	-9	102	104	-7	-1	-8	102	-9	-9	11	-8
CC(C)Oc1ccc(C(=O)Nc2ccccc2N2CCOCC2)cc1	-3	100	101	-9	-14	-4	100	-3	-6	16	-6
COCC(C)n1c(C)cc(C(=O)COC(=O)CCc2nc3ccccc3c(=O)[nH]2)c1C (stereo not drawn)	0	97	?	-7	-23	-2	101	-5	-8	17	-3

# Bioassay records as filed in PubChem.
